GPR151 activ: human GPR151 activation; Q8TDV0; PathHunter beta-arrestin GPR151 cells, luminescence; activation, % at 11.2 µM; 650,000 compounds, 1% hits; in the data active = activation above about 4.9%;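 note: 0% = median of compound wells and 100% = cells with positive control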
MITF primary: blocks human microphthalmia-associated transcription factor; AlphaScreen MITF homodimerization, bead proximity signal; inhibition, % at 2.6 µM; O75030; 650,000 compounds, 0.91% hits; in the data active = inhibition above about 50%;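 note: 0% = vehicle wells with protein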
TEAD-YAP inh: TEAD-YAP interaction inhibition; 640,000 compounds, 1.4% hits; inhibition, % at 9.12 µM; HEK-TIYL cells, TEAD-Gal4/YAP UAS-luciferase luminescence; in the data active = inhibition above about 32%;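 note: 0% = median of test compound wells and 100% = reference inhibitor wells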
FBW7 activator: human FBW7 E3 ligase activation, primary screen; Q969H0; AlphaScreen FBW7–phospho-cyclin E peptide binding, activator screen; normalized activity (activation), % at 26.1 µM; 650,000 compounds, 0.13% hits; AID 1259310; in the data active = normalized activity above about 1.9%;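 note: purified mutant Fbw7 with reduced substrate affinity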
Target sequence (Q969H0 whole entry, looked up): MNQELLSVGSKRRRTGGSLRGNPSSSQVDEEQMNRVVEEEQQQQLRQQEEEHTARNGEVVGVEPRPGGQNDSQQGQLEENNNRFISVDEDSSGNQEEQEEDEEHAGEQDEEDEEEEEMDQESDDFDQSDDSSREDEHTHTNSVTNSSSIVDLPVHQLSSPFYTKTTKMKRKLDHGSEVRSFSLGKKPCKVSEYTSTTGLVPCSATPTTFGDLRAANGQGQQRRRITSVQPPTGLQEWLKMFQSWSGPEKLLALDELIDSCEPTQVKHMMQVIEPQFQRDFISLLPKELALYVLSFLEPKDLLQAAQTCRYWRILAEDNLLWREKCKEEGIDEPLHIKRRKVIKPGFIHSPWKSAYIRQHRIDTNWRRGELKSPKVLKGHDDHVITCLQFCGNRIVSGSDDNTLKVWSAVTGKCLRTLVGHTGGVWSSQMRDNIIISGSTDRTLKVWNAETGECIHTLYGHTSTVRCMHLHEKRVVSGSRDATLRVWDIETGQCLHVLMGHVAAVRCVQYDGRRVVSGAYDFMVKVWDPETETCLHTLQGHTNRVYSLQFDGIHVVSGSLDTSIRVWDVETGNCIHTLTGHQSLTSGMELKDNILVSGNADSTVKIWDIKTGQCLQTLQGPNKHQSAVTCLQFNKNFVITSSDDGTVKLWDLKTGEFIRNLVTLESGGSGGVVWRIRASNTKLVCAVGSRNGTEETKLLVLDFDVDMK
Active calls of the source: *.

item	smiles	GPR151 activ	MITF primary
1	CCOC(=O)N1CCN(CC(=O)Nc2ccc(Cl)cc2C(=O)c2ccccc2Br)CC1	0.5	3
2	NS(=O)(=O)c1ccc(NC(=O)Cn2c[n+]([N-][N+](=O)[O-])cn2)cc1	1.2	7
3	CCOC(=O)c1c(C)n(C(C)C)c2ccc(OC(=O)c3ccc(C)cc3)cc12	2.2	1
4	Cc1ccc(S(=O)(=O)CCC(=O)Nc2ccc(C#N)c(Cl)c2)cc1	1.5	-12
5	O=C(NCCc1ccccc1)C(Cl)(Cl)Cl	-0.2	19
6	COc1ccc(CC(=O)N2CCN(Cc3ccco3)C[C@@H]2C)cc1OC	2.2	5
7	CC1CCCN(C(=O)CN2C3CCC2CC(O)(c2ccc(F)cc2)C3)C1 (configuration not stated)	-0.4	14
8	CCOc1cc(C=C2C(=O)NC(=S)NC2=O)ccc1OCc1c(C)no[n+]1[O-]	0.6	-8
9	O=C1C2CCN(CC2)C1Cc1ccco1 (configuration not stated)	-1.2	-6

item	TEAD-YAP inh	FBW7 activator
1	-12	0.0
2	-8	0.2
3	3	-0.1
4	9	0.1
5	-30	0.3
6	14	0.1
7	11	0.1
8	11	-0.2
9	-3	0.0

A run of entries taken from the entries so far, as a working copy:
item	smiles	GPR151 activ	MITF primary
1	CCOC(=O)N1CCN(CC(=O)Nc2ccc(Cl)cc2C(=O)c2ccccc2Br)CC1	0.5	3
2	NS(=O)(=O)c1ccc(NC(=O)Cn2c[n+]([N-][N+](=O)[O-])cn2)cc1	1.2	7
3	CCOC(=O)c1c(C)n(C(C)C)c2ccc(OC(=O)c3ccc(C)cc3)cc12	2.2	1

item	TEAD-YAP inh	FBW7 activator
1	-12	0.0
2	-8	0.2
3	3	-0.1

Single values from above.
#4 | GPR151 activ: 1.5
#8 | FBW7 activator: -0.2
#3 | FBW7 activator: -0.1

High-throughput results (PubChem BioAssay)

These rows are one share of the data. The share of hits here may be higher or lower than overall.
